FAS TE block: inhibitors of human fatty acid synthase thioesterase domain. P49327. recombinant FAS-TE, OMFH fluorogenic substrate, fluorescence endpoint. inhibition, % at 15 µM. 360,000 tested, 0.67% active. AID 602261;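 active = compounds whose normalised, plate-corrected inhibition of enzyme fluorescence in the single-dose primary screen is 50% or more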;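 note: 0% = DMSO with enzyme and 100% = substrate without enzyme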
Rpn11 block: blocks the human proteasome subunit Rpn11; O00487; human 26S proteasome, Ub4-pepOG fluorescence polarization; 20S core pre-blocked with epoxomicin; calls only at 20 µM; 360,000 tested, 0.59% active; AID 588493;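 active = inhibition at 20 µM, scaled to each plate's controls, above about 33%, limit read from the data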
Target sequence (O00487 whole entry, looked up): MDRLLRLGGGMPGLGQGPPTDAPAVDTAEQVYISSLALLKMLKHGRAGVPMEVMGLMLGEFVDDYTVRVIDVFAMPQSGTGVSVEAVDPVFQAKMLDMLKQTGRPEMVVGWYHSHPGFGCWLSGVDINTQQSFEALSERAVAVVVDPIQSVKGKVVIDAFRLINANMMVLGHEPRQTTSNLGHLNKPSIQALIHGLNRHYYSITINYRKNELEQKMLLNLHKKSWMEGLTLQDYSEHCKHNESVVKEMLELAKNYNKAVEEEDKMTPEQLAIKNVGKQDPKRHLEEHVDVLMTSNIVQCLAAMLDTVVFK
PABP1 MLLE inh: inhibitors of microRNA-mediated deadenylation, human PABP1 MLLE binding; 360,000 tested, 0.36% active; inhibition, % at 20 µM; P11940; GST-MLLE / FITC-PAM2 fluorescence polarization; in the data active = inhibition above about 35%, passing the limit was not always enough;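 note: plate controls were DMSO wells with GST-MLLE for no effect and wells lacking GST-MLLE protein for full effect; some results filed as inactive read as strong as hits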
Neddylation inh: inhibitors of human cullin neddylation; TR-FRET cullin neddylation, biochemical; calls only at 25 µM; AID 651699; 360,000 tested, 0.58% active; in the data active = inhibition above about 36%
Rin1 Abl inh: blocks binding of human Rin1 to Abl; TR-FRET Rin1/Abl binding, biochemical; inhibition, % at 7.35 µM; 360,000 tested, 0.4% active; AID 588664; in the data active = inhibition above about 5%, passing the limit was not always enough
MT1-MMP act inh: MT1-MMP (human) activation inhibition | P50281 | HT1080 RFP-PRO-GFP cells, GFP/RFP ratio fluorescence, overnight; percent of plate control window, DMSO zero | GFP/RFP ratio change, % at 20 µM | 360,000 tested, 0.061% active;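 active = GFP/RFP ratio change of at least 30% with cell ATP level not reduced by more than half and red fluorescence within 50% of control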; note: strong numbers were not always called active
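Material: RFP-PRO-GFP reporter HT1080 cells. Dosing: single-point 20 µM compound, 1% DMSO. Controls: DMSO and RFP-L50D-GFP cell wells. Timing: cells overnight before dosing, compound overnight, 37 °C, 5% CO2. Measure: GFP/RFP fluorescence ratio.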
CSN inh: blocks human CSN-mediated cullin deneddylation. Q92905. Purified CSN, SCF-Nedd8-OG deneddylation, fluorescence polarization. inhibition, % at 12.5 µM. 360,000 tested, 0.38% active;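 active = pattern-corrected inhibition above about 35%, with an unprinted fluorescence ratio check between 0.5 and 1.5, limit read from the data, passing the limit was not always enough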;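 note: 0% = enzyme with substrate and 100% = substrate without enzyme; some results filed as inactive read as strong as hits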
Target sequence (Q92905 whole entry, looked up, one chain of several): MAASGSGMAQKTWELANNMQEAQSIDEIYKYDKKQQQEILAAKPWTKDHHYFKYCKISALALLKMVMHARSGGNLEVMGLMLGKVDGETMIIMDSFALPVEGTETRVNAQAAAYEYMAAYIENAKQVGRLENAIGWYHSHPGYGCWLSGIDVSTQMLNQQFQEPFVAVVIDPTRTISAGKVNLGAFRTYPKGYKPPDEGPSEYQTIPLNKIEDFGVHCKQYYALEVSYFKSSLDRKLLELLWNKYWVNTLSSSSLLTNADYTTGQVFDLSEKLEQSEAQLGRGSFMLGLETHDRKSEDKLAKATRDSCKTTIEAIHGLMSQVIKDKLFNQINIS
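Material: purified human Csn5 enzyme expressed in HEK293T cells / Medium: Tris buffer pH 7.5, NaCl, DTT, Tween-20, trehalose, ovalbumin / Compound dosing: 12.5 µM single point / Schedule: 90 min incubation of compound, enzyme and substrate at room temperature / Signal: fluorescence polarization of the substrate / Control set: no-enzyme wells high, enzyme-with-substrate wells low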
NadD block: blocks S. aureus nicotinate mononucleotide adenylyltransferase | purified NadD enzyme, colorimetric absorbance read-out | inhibition, % at 20 µM | 360,000 tested, 0.78% active | AID 602399; in the data active = inhibition above about 26%; note: some compounds past the cut are filed as inactive
SKN-1 inh: blocks SKN-1 activity in C. elegans | C. elegans VP596 Pgst-4::GFP/RFP ratio, acrylamide-induced, 24 h | inhibition, % at 21.8 µM | 360,000 tested, 0.49% active | AID 624304;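 active = interference check ratio from 0.5 to 1.5 plus GFP to RFP signal ratio inhibition reaching or exceeding a fixed threshold, cut at about 30% in these data, passing the limit was not always enough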; note: some compounds called inactive have numbers as strong as hits
The depositor's hits bear a star; i = inactive; · = not tested or not shown; + = active, no number.

Values in the order – FAS TE block | Rpn11 block | PABP1 MLLE inh | Neddylation inh | Rin1 Abl inh | MT1-MMP act inh | CSN inh | NadD block | SKN-1 inh
1) COCC(=O)N1CCC(Oc2ccc(C(=O)N3CCCCCCC3)cc2)CC1
 : -7 | i | 0 | i | -1 | 0 | 0 | 2 | 9
2) CCN(CC(=O)Nc1c(F)cccc1F)C(=O)CNC(=O)c1cccc(C)c1
 : -1 | i | 3 | i | -3 | 2 | -4 | -3 | -2
3) CC(C)Oc1ccc(CCC(=O)N/N=C/c2ccncc2)cc1
 : -8 | i | -4 | i | -1 | -5 | -6 | -5 | -5
4) CC(CCc1ccc(O)cc1)NC1C2CC3CC(C2)CC1C3 (configuration not stated)
 : -11 | i | 2 | i | -1 | 5 | -3 | 2 | 3
5) Cc1ccccc1-c1ccc(Nc2ccc(C(=O)N3CCOCC3)cc2)nn1
 : -2 | i | 2 | i | 1 | 4 | 2 | -2 | -14
6) Cc1ccccc1Cn1c(=O)n(CCCC(=O)NCc2ccco2)c(=O)c2sccc21
 : 2 | i | 1 | i | 2 | -1 | 3 | 0 | 4
7) CCOc1ccccc1NC(=O)C(=O)/C=C(\O)c1cc(OC)ccc1OC
 : 1 | i | -4 | i | 1 | 4 | -2 | 16 | -6
8) COC(=O)c1ccc(OCC(O)CN(CC(C)C)CC(C)C)cc1 (configuration not stated)
 : 5 | i | 3 | i | -1 | 0 | 2 | -7 | -2
9) O=C(Nc1ccc(Br)cc1)C1CCCN1S(=O)(=O)c1cccs1 (configuration not stated)
 : 6 | i | -2 | i | -3 | 1 | 2 | -12 | -17
10) CCn1c(SCC(N)=O)nc2cc(S(=O)(=O)N3CCOCC3)ccc21
 : -7 | i | -7 | i | 1 | 20 | -3 | -1 | -4
11) CCCNC(=O)c1oc2ccc3c(c2c1C)C(O)CC(C)(C)O3 (configuration not stated)
 : -4 | i | 4 | · | 0 | 10 | 4 | 3 | 10
12) COc1ccccc1-c1cc(NC(C)=O)c2ncc(-c3ccccc3)n2c1
 : 12 | i | -20 | i | -4 | -4 | 0 | 1 | -1
13) CCN(Cc1ccccc1)C(=O)CN1C(=O)COc2ccc(S(=O)(=O)N3CCCCCC3)cc21
 : 11 | i | 7 | i | 4 | -4 | 2 | 0 | 16
14) Cc1ccc(Nc2ccccc2N)cc1
 : -5 | + | -41 | i | 0 | -12 | 4 | -1 | 4
15) O=C(N[C@@H](Cc1c[nH]c2ccccc12)C(=O)O)C1CCN(S(=O)(=O)c2ccc(Cl)cc2)CC1
 : -4 | i | -2 | i | 0 | -2 | -1 | 2 | 9

Full records, quoted from the list. Order of values: FAS TE block, Rpn11 block, PABP1 MLLE inh, Neddylation inh, Rin1 Abl inh, MT1-MMP act inh, CSN inh, NadD block, SKN-1 inh
Profile of Cc1ccc(Nc2ccccc2N)cc1 → -5, +, -41, i, 0, -12, 4, -1, 4
Profile of COCC(=O)N1CCC(Oc2ccc(C(=O)N3CCCCCCC3)cc2)CC1 → -7, i, 0, i, -1, 0, 0, 2, 9

Continued:
Values in the order – FAS TE block | Rpn11 block | PABP1 MLLE inh | Neddylation inh | Rin1 Abl inh | MT1-MMP act inh | CSN inh | NadD block | SKN-1 inh
16) OCCNc1nc(NCc2ccccc2)c2ccccc2n1
 : -7 | i | -9 | i | -2 | 13 | -1 | -10 | -8
17) CC(C)N(C(=O)[C@H]1C[C@H](CC(=O)NCCN2CCOCC2)C(=O)N2CCc3c([nH]c4cc(-c5ccco5)ccc34)[C@]12C)C(C)C
 : -3 | i | -1 | · | -2 | -1 | -6 | -2 | -6
18) Cc1ccc(C)c(NC(=O)Cc2nc(CCl)cs2)c1
 : -10 | i | 6 | i | -3 | 1 | -3 | -2 | 8
19) CCC1(C)Cc2ccccc2-c2nc3n(c(=O)c21)CCCCC3 (configuration not stated)
 : 11 | i | -14 | i | -4 | 13 | -3 | -6 | -7
20) Cc1nc(C)c(C(=O)NNS(=O)(=O)c2ccc3ccccc3c2)s1
 : -5 | i | 11 | i | 3 | -3 | -6 | 2 | -4
21) CCCC(=O)N1CCN(c2nc3ccccc3s2)CC1
 : 0 | i | 3 | i | -3 | 5 | 10 | 3 | 3
22) Cc1nnc(Nc2ccccc2F)s1
 : -5 | i | 20 | i | -2 | -2 | -2 | -10 | -1
23) O=[N+]([O-])c1cccc(S(=O)(=O)NCc2ccncc2)c1
 : -7 | i | 5 | i | -3 | -2 | -4 | -19 | 5
24) CCc1ccc(C2=NN(CCC(=O)NC(C)CCc3ccccc3)C(=O)CC2)cc1 (configuration not stated)
 : 8 | i | -3 | i | -1 | -4 | 2 | -6 | -4
25) O=C(CCN1C(=O)C2C3C=CC(C3)C2C1=O)NCCc1ccccc1Cl (configuration not stated)
 : -12 | i | -5 | i | 0 | -4 | -1 | -1 | 0
26) O=C(NC(=O)c1cccc(OC(F)(F)C(F)F)c1)OC1CCS(=O)(=O)C1 (configuration not stated)
 : -10 | i | -1 | i | -1 | -1 | 1 | -5 | 9
27) CCCn1c(N)c(C(=O)CN(C)CC(=O)Nc2cccc(F)c2)c(=O)[nH]c1=O
 : -5 | i | 6 | i | 3 | -4 | -5 | 3 | -1
28) CCOc1ccc(C(=O)/C=C/c2ccc(SC)cc2)cc1
 : 21 | i | -5 | i | -1 | -3 | -3 | 5 | 17
29) CC(=O)c1c(NCCc2ccccc2)cc(C)oc1=O
 : 2 | i | 11 | i | -4 | 2 | 1 | -1 | -16
30) O=C(CSc1ccccc1)Nc1nnc(COc2ccc(Cl)cc2)s1
 : 6 | i | 17 | i | 1 | 3 | 11 | 11 | 17
31) Cc1nnc(SCc2cc([N+](=O)[O-])cc3c2OCOC3)[nH]c1=O
 : 8 | i | 2 | i | -2 | -2 | 5 | -2 | 1
32) CC1=C(C(=O)c2ccccc2)C(c2ccc(OC(F)F)cc2)NC(=S)N1 (configuration not stated)
 : -3 | i | -117 | i | -1 | 2 | 1 | -3 | 12
33) c1cncc(Nc2nc(-c3ccncc3)cs2)c1
 : -5 | i | 4 | i | -5 | -8 | 1 | -2 | 6
34) CC(OC(=O)CC1CCCC1)C(=O)Nc1ccc(S(N)(=O)=O)cc1 (configuration not stated)
 : -4 | i | -23 | i | 1 | 7 | 3 | -4 | 20
35) CN(CC(=O)Nc1ccc(F)c(F)c1F)C(=O)c1ccc(N2CCCC2=O)cc1
 : -4 | i | 1 | i | 3 | 3 | -1 | 4 | -14
36) Cc1ccc(-c2nc(Cl)nc3ccccc23)cc1
 : 8 | i | 1 | i | 3 | -3 | 1 | 1 | 7
37) O=C(CCCOc1ccc(Cl)cc1)Nc1cccc(C(=O)O)c1
 : -2 | i | 6 | i | -1 | 4 | -2 | -1 | -1
38) Cc1ccc(SCC(=O)Nc2ccc(N3CCOCC3)cc2)cc1
 : -2 | i | 2 | i | 2 | 3 | -4 | 2 | -11
39) CCc1ccc([C@@H]2CC(=O)[C@@H]3CN(S(=O)(=O)c4ccc(C)cc4)[C@H](c4ccc(Cl)cc4)C[C@@H]3N2S(=O)(=O)c2ccc(C)cc2)cc1
 : 13 | i | 6 | i | 2 | -3 | 5 | 19 | 1
40) Cc1ccccc1Cn1cc(NC(=O)c2nn(C)cc2Cl)cn1
 : 2 | i | -3 | i | 2 | 2 | 4 | -11 | 14
41) Oc1ccccc1N1CCN(C(=S)NCc2ccccc2)CC1
 : 1 | i | -141 | i | -3 | 1 | -2 | -1 | 0
42) CCn1nc(C)c(/C=N/NC(=S)Nc2ccc(Cl)cc2Cl)c1C
 : 0 | i | 31 | i | 0 | 0 | -9 | -9 | 6
43) CC(=O)NCCNC(=O)c1ccc(-n2c(C)ccc2C)cc1
 : -3 | i | 4 | i | 3 | -1 | 7 | 1 | -19
44) CCOc1cc(NC(=S)NCc2ccco2)c(OCC)cc1NC(=O)CC
 : -8 | i | -17 | i | -4 | 0 | -3 | -2 | 5
45) CCc1nnc(NS(=O)(=O)c2ccc(N=Cc3c(C)[nH]n(-c4ccc(C)cc4)c3=O)cc2)s1
 : 2 | i | 7 | i | 0 | 9 | -4 | 24 | -5
46) CCCCN(C(=O)/C=C/c1ccco1)c1c(N)n(CCC)c(=O)[nH]c1=O
 : -8 | i | -1 | i | -2 | 1 | -1 | -3 | 0
47) CCCCN(Cc1ccccc1)C(=O)C1CCCN(S(=O)(=O)c2cnc[nH]2)C1 (configuration not stated)
 : -12 | i | 3 | i | 1 | -4 | -9 | -3 | -5
48) CC1(c2nnnn2-c2ccc3c(c2)OCCO3)CCC(=O)N1CCCn1ccnc1 (configuration not stated)
 : -6 | · | · | i | · | 3 | 102* | 1 | 6
49) CC(=O)NCC(c1cccs1)S(=O)(=O)c1ccc(F)cc1 (configuration not stated)
 : -9 | i | 1 | i | 3 | -2 | 5 | -1 | -3
50) Cc1ccc(C)c(OC(=O)c2cncc(Br)c2)c1
 : 8 | i | 0 | i | 1 | 2 | -3 | -3 | -2
51) Cc1cc(F)ccc1-c1cc(C(=O)N2CCN(c3ccncc3)CC2)[nH]n1
 : -8 | i | 1 | i | 0 | 0 | -1 | -2 | -11
52) Cc1cccc(NC(=S)NNC(=O)Cc2ccccc2)c1
 : -9 | i | 14 | i | 0 | -1 | 2 | 0 | 5
53) CCOC(=O)C1=C(CC)Nc2ccccc2N=C1NC(=O)c1ccc(S(=O)(=O)N2CCOCC2)cc1
 : 10 | i | -36 | i | 2 | -1 | -14 | 0 | 8
54) Cc1c(NC(=O)CSc2nccn2C)c(=O)n(-c2ccccc2)n1C
 : -6 | i | -30 | i | 2 | 0 | 4 | -5 | -21
55) CN(CC(=O)NC(=O)NCc1ccco1)Cc1nc2ccccc2c(=O)[nH]1
 : -4 | i | 8 | i | 3 | 0 | 12 | 0 | 7
56) Cn1c(=O)[nH]c2c(Cl)nccc21
 : -4 | i | 2 | i | 4 | 4 | 0 | -5 | -6
57) COC(=O)CC(NC(=O)Nc1ccc(C)cc1)c1cccc([N+](=O)[O-])c1 (configuration not stated)
 : 53* | i | -11 | i | 3 | 1 | 1 | 3 | -5
58) CC1CCCN(c2nc3ccccc3nc2C(C#N)S(=O)(=O)c2ccccc2)C1 (configuration not stated)
 : 4 | i | 61 | · | 0 | -90 | -12 | 7 | 7
59) COc1ccc(Cn2nnnc2C(C(C)C)N(Cc2ccco2)Cc2cccs2)cc1 (configuration not stated)
 : 24 | i | 2 | i | 2 | -12 | 2 | 8 | 3
60) Cc1ccc(OCC(=O)Nc2cccc(S(=O)(=O)N3CCCC3)c2)cc1C
 : 12 | i | -26 | i | 1 | 5 | 6 | -6 | 1
61) CCOC(=O)CCCCCC(=O)Nc1ccc2c(c1)C(=O)N([C@@H](C)CO)C[C@H](C)[C@H](CN(C)C(=O)NC(C)C)OCCCC[C@H](C)O2
 : -1 | i | -35 | i | 3 | 3 | 0 | 5 | -7
62) CC(=O)c1cccc(N(C(=O)c2ccccn2)C(C(=O)NC2CCCCC2)c2cccs2)c1 (configuration not stated)
 : -2 | i | 2 | i | 2 | 3 | -2 | -3 | 11
63) OCCCc1cn(Cc2ccccc2)c2ccccc12
 : 0 | i | -6 | i | -1 | -1 | 3 | -12 | -3
64) CN(Cc1nc(-c2ccc(Cl)cc2)no1)C(=O)c1ccc2c(c1)OCO2
 : 21 | i | 14 | i | 0 | 3 | -1 | -5 | 2
65) COc1ccc(CNC(=O)CCCCCNc2nc(=S)[nH]c3ccccc23)cc1
 : 2 | i | -80 | i | 5 | -3 | -2 | -5 | 13
